CendR NRP1 mod = modulators of CendR peptide binding to NRP-1, primary screen, biochemical, fluorescence polarization, uHTS; inhibition, % at 25 µM; hit rate 0.85% among 360,000; Neuropilin-1 (Homo sapiens), O14786; FAM-RPARPAR peptide binding to NRP-1; AID 602438, 2012;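 active = inhibition or corrected inhibition above about 18%, plus a signal ratio from 0.5 to 1.5, limit read from the data, passing the limit was not always enough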; note: strong numbers were not always called active
SKN-1 inh = suppressors of acrylamide-induced Pgst-4::GFP reporter in worms, primary screen, SKN-1 inhibitor project, whole organism, uHTS, GFP/RFP fluorescence ratio, strain VP596; C. elegans VP596 Pgst-4::GFP/RFP ratio, 24 h; inhibition, % at 21.8 µM; hit rate 0.49% among 360,000;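 active = interference check ratio from 0.5 to 1.5 plus GFP to RFP signal ratio inhibition reaching or exceeding a fixed threshold, cut at about 30% in these data, passing the limit was not always enough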; note: some compounds called inactive have numbers as strong as hits
Rin1 Abl inh = inhibitors of Rin1-Abl protein binding, primary screen, biochemical, TR-FRET | Tyrosine-protein kinase ABL1 (Homo sapiens) + Ras and Rab interactor 1 (Homo sapiens), … | inhibition, % at 7.35 µM | hit rate 0.4% among 360,000 | AID 588664, 2011; in the data active = inhibition above about 5%, passing the limit was not always enough
FAS-TE inh = FAS thioesterase domain inhibitors, primary screen, biochemical, fluorescence intensity, uHTS; Fatty acid synthase (Homo sapiens), P49327; recombinant FAS-TE, OMFH fluorogenic substrate, fluorescence endpoint; inhibition, % at 15 µM; hit rate 0.67% among 360,000; AID 602261, 2012;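 active = compounds whose normalised, plate-corrected inhibition of enzyme fluorescence in the single-dose primary screen is 50% or more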;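 note: 0% = DMSO with enzyme and 100% = substrate without enzyme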
MsrA act = bovine MsrA enzyme activators, primary screen, biochemical, absorbance, HTS; activation, % at 10.6 µM; Methionine sulfoxide reductase A (Bos taurus); hit rate 0.3% among 360,000; purified bovine MsrA, absorbance read-out; in the data active = activation above about 7.5%;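 note: 0% = vehicle and 100% = reference activator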
eLon inh = inhibitors of E. coli Lon protease, primary screen, biochemical, fluorescence polarization; P0A9M0; purified E. coli Lon protease; inhibition, % at 7.94 µM; hit rate 0.42% among 360,000; AID 602123, 2011; in the data active = inhibition above about 13%, passing the limit was not always enough;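 note: 0% = enzyme with probe and DMSO and 100% = no enzyme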
Neddylation inh = inhibitors of cullin neddylation, primary screen, biochemical, TR-FRET, uHTS, NAE and Ubc12. calls only at 25 µM. hit rate 0.58% among 360,000; in the data active = inhibition above about 36%
MLLE-PAM2 inh = inhibitors of PABP1 MLLE–PAM2 peptide binding, primary screen, biochemical, fluorescence polarization, FITC-PAM2, GST-MLLE. hit rate 0.36% among 360,000. inhibition, % at 20 µM. AID 588489, 2011. Polyadenylate-binding protein 1 (Homo sapiens), P11940; in the data active = inhibition above about 35%, passing the limit was not always enough;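 note: plate controls were DMSO wells with GST-MLLE for no effect and wells lacking GST-MLLE protein for full effect; some results filed as inactive read as strong as hits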
Target sequence (P11940 whole entry, looked up): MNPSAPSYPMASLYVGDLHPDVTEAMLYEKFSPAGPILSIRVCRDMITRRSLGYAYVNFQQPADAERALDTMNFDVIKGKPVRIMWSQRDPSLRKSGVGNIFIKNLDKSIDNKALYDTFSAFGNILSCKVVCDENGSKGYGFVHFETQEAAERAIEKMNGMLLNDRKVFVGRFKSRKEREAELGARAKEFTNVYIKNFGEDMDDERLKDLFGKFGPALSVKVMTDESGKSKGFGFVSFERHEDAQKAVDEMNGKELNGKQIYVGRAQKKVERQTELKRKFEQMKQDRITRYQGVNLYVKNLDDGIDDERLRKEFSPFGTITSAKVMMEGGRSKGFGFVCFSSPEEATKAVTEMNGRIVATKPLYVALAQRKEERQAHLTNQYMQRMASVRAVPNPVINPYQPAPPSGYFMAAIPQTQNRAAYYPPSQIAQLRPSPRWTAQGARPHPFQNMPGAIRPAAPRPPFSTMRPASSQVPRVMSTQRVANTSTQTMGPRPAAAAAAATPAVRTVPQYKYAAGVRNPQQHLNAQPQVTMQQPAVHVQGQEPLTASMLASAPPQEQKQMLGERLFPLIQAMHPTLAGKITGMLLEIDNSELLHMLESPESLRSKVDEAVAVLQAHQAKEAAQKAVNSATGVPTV
MT1-MMP act inh = blockers of MT1-MMP proenzyme processing, primary screen, HT1080 RFP-PRO-GFP cells, GFP/RFP fluorescence; Matrix metalloproteinase-14 (Homo sapiens), P50281; GFP/RFP ratio fluorescence, overnight; percent of plate control window, DMSO zero; GFP/RFP ratio change, % at 20 µM; hit rate 0.061% among 360,000; AID 651647, 2012;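 active = GFP/RFP ratio change of at least 30% with cell ATP level not reduced by more than half and red fluorescence within 50% of control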; note: strong numbers were not always called active
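system = RFP-PRO-GFP reporter HT1080 cells | dosing = 20 µM single dose, 1% DMSO | timing = overnight cell settling, then overnight compound exposure, 37 °C, 5% CO2 | read-out basis = GFP/RFP fluorescence ratio | controls = DMSO and RFP-L50D-GFP cell wells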
Numbers without * were called inactive; i = inactive; . = not tested or not shown; + = active, no number.

| structure | SKN-1 inh | FAS-TE inh | MLLE-PAM2 inh | Rin1 Abl inh | MT1-MMP act inh | MsrA act | CendR NRP1 mod | eLon inh | Neddylation inh |
| --- | --- | --- | --- | --- | --- | --- | --- | --- | --- |
| CC(C)c1ccc(NC2CCCN(C(=O)CSc3nncn3C)C2)cc1 (centres undefined) | -7 | -1 | -4 | 5 | 2 | -7 | 11 | 3 | i |
| COc1ccc(CCNC(=O)COC(=O)/C=C/c2cc(OC)ccc2OC)cc1 | 5 | 10 | -23 | 3 | -5 | -1 | 10 | 8 | + |
| COc1ccc(-c2cc(CCCC(=O)NCc3ccccn3)no2)cc1 | -19 | -11 | -2 | 1 | 1 | -1 | 0 | -4 | i |
| Cc1ccc(C)c(S(=O)(=O)Nc2ccc(S(=O)(=O)Nc3ncccn3)cc2)c1 | -6 | -7 | 3 | 0 | 0 | -2 | -10 | 3 | i |
| COc1ccc(NC(=O)Nc2nc(C)cc(C)n2)c(OC)c1 | 11 | -1 | 3 | 0 | 2 | -1 | 7 | 0 | i |
| NS(=O)(=O)c1cccc(NC(=O)COC(=O)/C=C/c2ccco2)c1 | 1 | -5 | -5 | 1 | -2 | -2 | -40 | 1 | i |
| N#C/C(=C(/O)C(Cl)(Cl)Cl)c1nc2ccccc2[nH]1 | -4 | 0 | 22 | -2 | -9 | -3 | -8 | 13 | i |
| O=C(NC1CCCCC1)C(c1ccccc1)N(C(=O)Cc1ccsc1)c1ccccc1 (centres undefined) | -3 | -11 | 2 | 4 | 7 | -3 | -17 | -2 | i |
| O=C(CCl)Nc1cccc(Oc2cnccn2)c1 | 8 | 0 | 4 | -2 | -4 | 1 | 11 | 2 | i |
| COc1ccc(Cc2[nH]n3c(=O)cc(C)nc3c2-c2ccccc2)cc1 | -1 | -4 | -6 | -5 | -3 | -1 | 6 | -7 | i |
| Clc1ccc(/C=N/N2CCN(Cc3ccccc3Cl)CC2)cc1 | 17 | 32 | -6 | 1 | 5 | -3 | -2 | -12 | i |
| CCCCCCCCNS(=O)(=O)CCNCCCC | -2 | -10 | -10 | 3 | 0 | -3 | 1 | -8 | i |
| O=C(Nc1nnc(C2CC2)o1)c1ccc(S(=O)(=O)N2CCCCC2)cc1 | 5 | -6 | 3 | -4 | 2 | -2 | 3 | -12 | i |
| Cc1cc(C)n2nc(C(=O)OCC(=O)N(CC(C)C)CC(C)C)nc2n1 | -1 | 1 | 5 | 5 | 0 | 1 | -2 | -8 | i |
| COc1ccc(CNC(=O)c2cccc(N(C)C)c2)cc1 | 17 | 1 | 14 | -4 | -3 | 0 | -9 | 6 | i |
| COc1ccc(NC(=O)c2sc(NC(=O)C3CC3)nc2C)cc1 | -7 | -2 | 6 | 5 | 1 | -3 | -7 | 12 | i |
| O=C(/C=C/c1ccc(Br)cc1)c1ccc(NC(=O)c2ccco2)cc1 | 8 | 1 | -26 | -3 | 2 | -3 | -20 | -3 | i |
| COc1ccc(COn2nnc3ccc(S(=O)(=O)N4CCOCC4)cc32)cc1F | 0 | 4 | 8 | 5 | -2 | 0 | 7 | -6 | i |
| CC1(C)OC(=O)C(=CNCC(O)c2ccccc2)C(=O)O1 (centres undefined) | 7 | -7 | 0 | 0 | 4 | -1 | -9 | -20 | i |
| COc1ccc(C)cc1N/C(N)=N/c1nc(C)cc(C)n1 | 11 | -12 | -5 | 2 | 1 | -7 | -1 | 2 | i |
| Cn1c(-c2ccccc2)c[n+]2c1-c1ccccc1C2 | -3 | -4 | 13 | 3 | 3 | -7 | 11 | -4 | i |
| CCC(C(=O)NCCN1CCOCC1)n1c2ccccc2c2nc(=O)cc(C)n21 (centres undefined) | 8 | -3 | 6 | 1 | -7 | 3 | 10 | -7 | i |
| COCCNC(=O)c1c(N)n(/N=C/c2ccc(F)cc2)c2nc3ccccc3nc12 | 19 | 2 | 15 | 1 | 1 | -1 | 2 | -1 | . |
| CCn1c(-c2ccccc2)csc1=Nc1ccc(S(=O)(=O)O)cc1 | 7 | -10 | 8 | -1 | 3 | -3 | -12 | 0 | i |
| Cc1cc(=O)oc2cc(OCC(=O)N3CCCC3)c(Cl)cc12 | 2 | 3 | -2 | 3 | -1 | -2 | -2 | 2 | + |
| CC(=O)NCc1ccc(-c2nc3ccccc3s2)cc1 | 8 | -2 | -3 | 2 | 3 | -2 | 4 | -4 | i |
| COc1ccc(-n2c(CCc3ccccc3)nnc2SCC(=O)NCc2ccccc2)cc1 | 6 | 5 | -41 | 2 | 0 | -7 | -4 | 1 | i |
| Cc1ccc(OCC(=O)OCC(=O)c2ccccc2)cc1C | -9 | 12 | 0 | -3 | 1 | -3 | 1 | 1 | i |
| Cc1cccn2c(=O)c(/C=C(\C#N)S(=O)(=O)c3ccccc3)c(N3CCN(c4ccccc4)CC3)nc12 | 5 | 66* | -6 | 2 | 1 | -4 | -7 | 0 | i |
| CC[C@](C)(O)c1cc2ccccc2c(=O)o1 | 8 | -8 | 11 | 4 | 2 | -2 | 13 | 0 | i |
| COc1cc(NC(=O)C2CCCO2)c(OC)cc1NC(=O)c1ccccc1 (centres undefined) | 15 | -5 | -12 | -1 | 3 | -3 | 5 | 4 | i |
| CCc1cccc(OCCn2ccnc2)c1 | 4 | -16 | -1 | 2 | -2 | 2 | 5 | -7 | i |
| CC(C)C[C@H]1CN(CCCC[C@@H]2CNC(=O)C(=O)N2CC2CCCCC2)C(=O)C(=O)N1CCC1CCCCC1 | 17 | 28 | . | . | 3 | -2 | 6 | 2 | i |
| C[C@@H]1COC(=O)[C@@H](Cc2ccc(F)cc2)C/C=C\C[C@@H](CC(=O)NCCO)C(=O)N1 | 8 | -8 | 0 | -1 | 2 | -1 | 13 | 0 | i |
| COc1cccc(NC(=S)N2CCN(c3ccc([N+](=O)[O-])cc3)CC2)c1 | 0 | 31 | -132 | 0 | 1 | -5 | -7 | 1 | i |
| COc1ccc(/C=C2\Sc3ccc(C(=O)N4CCCC4)cc3N(C)C2=O)cc1OC | -6 | 2 | 38* | -4 | 6 | -10 | 4 | 1 | i |
| CN(C)C(=O)CN1C(=O)C2CCCCN2C(=O)c2ccccc21 (centres undefined) | 10 | 0 | -2 | -3 | 3 | 0 | -7 | 4 | i |
| CCC(C)N(C(=O)COC(=O)CSc1ccc([N+](=O)[O-])cc1)C1CCS(=O)(=O)C1 (centres undefined) | 1 | 0 | 20 | 1 | 0 | 0 | -1 | -12 | i |
| O=C(/C=C/c1ccc2c(c1)OCO2)NCCSCc1ccc(Cl)cc1Cl | 3 | 27 | 3 | -3 | 1 | -1 | 1 | -10 | i |
| COc1ccc(OC)c(NC(=O)c2ccc(-c3cccs3)cc2)c1 | 1 | 42 | -8 | 2 | 1 | -4 | 3 | -1 | i |
| CC1CCCN(C(=S)SCC(=O)c2cc(Br)cc(Br)c2O)C1 (centres undefined) | 5 | 16 | -18 | -4 | 13 | -6 | -46 | -5 | i |
| Cc1c([N+](=O)[O-])c([N+](=O)[O-])nn1CC(=O)N1CCCCC1 | -1 | -2 | 2 | 0 | 4 | -8 | -3 | -1 | i |
| O=C1CC(Nc2ccc(N3CCOCC3)cc2)C(=O)N1Cc1ccccc1 (centres undefined) | 4 | -1 | 21 | -3 | 28 | -2 | -6 | 2 | i |
| CC(=O)N1N=C(c2cccc([N+](=O)[O-])c2)OC1(C)CC(=O)Nc1ccccc1 (centres undefined) | 14 | 4 | 12 | 1 | 0 | -3 | 1 | -5 | i |
| COCCCNC(=O)CN1C(=O)COc2ccc(S(=O)(=O)N3CC(C)CC(C)C3)cc21 (centres undefined) | 6 | -5 | 4 | -1 | -4 | -3 | -4 | -5 | i |
| O=C(COC(=O)/C=C/c1ccc(Br)o1)Nc1cccc(S(=O)(=O)N2CCOCC2)c1 | 6 | 8 | -14 | 0 | -1 | -2 | -11 | -24 | i |
| COc1ccc(NC(=O)CSc2ncccn2)cc1S(=O)(=O)N1CCCCC1 | -26 | -12 | -20 | 1 | 8 | -8 | 2 | -22 | i |
| Cc1ccc(CN2CC[C@H]3C=CCc4cccc(c43)C2)cc1 | 28 | 10 | 5 | 1 | 2 | 0 | 2 | -4 | i |

Reformatted: entries from further up
COCCCNC(=O)CN1C(=O)COc2ccc(S(=O)(=O)N3CC(C)CC(C)C3)cc21 (centres undefined)
  SKN-1 inh: 6; FAS-TE inh: -5; MLLE-PAM2 inh: 4; Rin1 Abl inh: -1; MT1-MMP act inh: -4; MsrA act: -3; CendR NRP1 mod: -4; eLon inh: -5; Neddylation inh: i

O=C(COC(=O)/C=C/c1ccc(Br)o1)Nc1cccc(S(=O)(=O)N2CCOCC2)c1
  SKN-1 inh: 6; FAS-TE inh: 8; MLLE-PAM2 inh: -14; Rin1 Abl inh: 0; MT1-MMP act inh: -1; MsrA act: -2; CendR NRP1 mod: -11; eLon inh: -24; Neddylation inh: i

Further structures
| structure | SKN-1 inh | FAS-TE inh | MLLE-PAM2 inh | Rin1 Abl inh | MT1-MMP act inh | MsrA act | CendR NRP1 mod | eLon inh | Neddylation inh |
| --- | --- | --- | --- | --- | --- | --- | --- | --- | --- |
| CCOc1ncccc1C(=O)Nc1ccc(-c2ccc3nnc(C)n3n2)cc1 | -2 | -4 | -11 | -2 | -1 | -11 | -1 | -5 | . |
| COCCCn1c(=O)c2ccccc2n(Cc2ccccc2)c1=O | -5 | -2 | 1 | -2 | -4 | -2 | -4 | -1 | i |
| CCn1c2ccccc2c2cc(NC(=O)COC(=O)c3ccccc3O)ccc21 | 13 | 8 | -2 | 1 | 1 | -2 | -23 | 3 | i |
| COc1ccc(C(=O)Oc2ccc(/C=N/O)cc2)cc1 | 16 | -10 | -3 | -2 | 0 | 1 | -9 | 3 | i |
| Cn1c(=O)c2c(nc(-c3ccccc3)n2C)n(Cc2ccccc2)c1=O | -6 | 5 | -5 | 3 | -1 | -1 | -8 | -4 | i |
| Clc1ccc(CNc2ccccn2)cc1 | 12 | -1 | -5 | 0 | 5 | -2 | 8 | -14 | i |
| Cc1c(NC(=S)SCc2ccccc2)c(=O)n(-c2ccccc2)n1C | 1 | 0 | 25 | 4 | 0 | -4 | 12 | 10 | i |
| Cc1ccc(OCCCSc2n[nH]c(N)n2)cc1 | 1 | -14 | -8 | -2 | -1 | -5 | 4 | 6 | i |
| CCOC(=O)COc1ccccc1/C=N\NC(=O)c1cc2c(ccc3ccccc32)o1 | 6 | 24 | -3 | -2 | -2 | -9 | -1 | -16 | + |
| CC1(C(=O)NS(=O)(=O)c2ccc(F)cc2F)CCN1C(=O)Cc1cc(F)ccc1F (centres undefined) | -1 | -7 | 19 | -1 | 2 | -4 | 6 | -13 | i |
| O=C(O)c1cccc(S(=O)(=O)Nc2ccccc2-c2ccccc2)c1 | -12 | -3 | -1 | 0 | -4 | -3 | 10 | 11 | i |
| Cc1c(NC(=O)COC(=O)C(c2ccc(Cl)cc2)C(C)C)c(=O)n(-c2ccccc2)n1C (centres undefined) | 0 | -2 | -7 | 5 | 3 | 0 | 3 | -6 | i |
| CSCC[C@@H](CO)NC(=O)[C@H]1O[C@@H](n2ccc(N)nc2=O)[C@H](O)[C@@H]1O | 2 | -7 | -7 | 5 | -1 | -1 | -7 | 9 | i |
| CCOC(=O)N1CCN(CCC(=O)Nc2cc(C)ccc2C)CC1 | 8 | -5 | -7 | -1 | -2 | 0 | 3 | -13 | i |
| Cc1cc(F)ccc1NC(=O)Nc1ccc2c(c1)OCO2 | 16 | -7 | 3 | -1 | 1 | -3 | 8 | 2 | i |
